From PubChem
HCV inhibitor: qHTS Assay for Inhibitors of Hepatitis C Virus (HCV). Potency, µM (series often up to 41.8 µM), without a hit: top-dose activity change, negative = inhibition, usual class: inhibitors. Huh7.5.1 HCVcc-Cre infection, luciferase reporter, 44 h. actives 3.4% (n = 340,000)
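Whole-lifecycle infectious HCVcc-Cre system; cells 1,000/well, compound then virus (~0.5 moi) added 4 h after plating, 44 h culture. Luciferase read 15 sec following 15 min substrate incubation, room temp.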
Tb PYK inh: qHTS of Trypanosoma Brucei Inhibitors; Potency, µM (doses to about 76.8 µM), for the others: top-dose activity, negative = inhibition, most hits filed as inhibitors; TbPYK enzyme, Kinase-Glo Plus ATP luminescence, 45 min; AID 624173, 2012; actives 0.12% (n = 410,000); pyruvate kinase (Trypanosoma brucei), Q57TT1; note: nearly all actives have a fitted effect of over 50% in size
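Luminescent Kinase-Glo Plus end-point after 45 min room-temperature reaction of T. brucei pyruvate kinase started with 130 uM ADP (final). Buffer TEA 50 mM pH 7.2 with KCl, MgCl2, BSA, Tween-20; titration-based qHTS with fitted concentration-effect curves.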
Numbers without * were called inactive; ? = inconclusive; [ ] = another dose, or the depositor's remark. Calls come from the whole dose curve; as a rule, active = well fitted curve in the direction sought with a large enough effect; inconclusive = small, poorly fitted or top-dose-only effect, or another doubt; inactive = no such curve, though single readings can be large; an effect the other way counts as inactive or inconclusive. % is set by controls: 0 for no effect and ±100 for the full control effect; potency is the fitted concentration of half-maximal effect. Not all compounds are listed (hit frequency here may not be typical).

A first look, 5 compounds:
Order of results: HCV inhibitor | Tb PYK inh
CCCN(CC(=O)Nc1ccccc1C)C(=O)c1ccc(OCC(=O)N2CCOCC2)c(OCC)c1
  -9% | 2%
O=S(=O)(N/N=C\C=C\c1ccccc1)c1ccccc1
  6% | 2%
CCCCN1CC[C@H]2C=CC[C@@H](C(=O)Nc3ccc(OC)cc3)[C@H]2C1=O
  0% | -1%
C(=Cc1cnnc2ccccc12)c1ccccc1
  ? | -12%
C[C@H](CO)N1C[C@H](C)[C@@H](CN(C)S(=O)(=O)c2cn(C)cn2)Oc2c(NC(=O)Nc3ccc4c(c3)OCO4)cccc2C1=O
  16% | -5%

The list itself (from the top)
Order of results: HCV inhibitor | Tb PYK inh
CCCN(CC(=O)Nc1ccccc1C)C(=O)c1ccc(OCC(=O)N2CCOCC2)c(OCC)c1
  -9% | 2%
O=S(=O)(N/N=C\C=C\c1ccccc1)c1ccccc1
  6% | 2%
CCCCN1CC[C@H]2C=CC[C@@H](C(=O)Nc3ccc(OC)cc3)[C@H]2C1=O
  0% | -1%
C(=Cc1cnnc2ccccc12)c1ccccc1
  ? | -12%
C[C@H](CO)N1C[C@H](C)[C@@H](CN(C)S(=O)(=O)c2cn(C)cn2)Oc2c(NC(=O)Nc3ccc4c(c3)OCO4)cccc2C1=O
  16% | -5%
Clc1ccc(-c2ccnc3nc(N4CCOCC4)nn23)c(Cl)c1
  -14% | 5%
CC1(C)CC2CCC(O)C2C(CCO)N1 (stereo unspecified)
  1% | -6%
Cc1ccccc1C(=O)NCC(=O)N1CCN(C/C=C/c2ccccc2)CC1
  ? | 1%
Cc1ccc(OCCC(=O)NNC(=O)c2ccc(Br)cc2)cc1
  7% | 3%
CC(=O)Nc1cc2c(cc1[N+](=O)[O-])-c1ccccc1C2O (stereo unspecified)
  5% | -26%
CC(C)Oc1ccc(S(=O)(=O)N2CCOCC2)cc1NC(=O)Cc1ccsc1
  ? | -1%
O=C(Nc1ccc(Br)cn1)c1ccc2nccnc2c1
  ? | 5%
CCOC(=O)C1Nc2ccc(OC(F)(F)F)cc2C2C=CCC12 (stereo unspecified)
  -14% | ?
Cc1cccc(C(=O)NC(C(=O)Nc2ccc(S(=O)(=O)Nc3nccs3)cc2)C(C)C)c1 (stereo unspecified)
  30% | 5%
O=CNc1ccc2c(c1)Cc1cc([N+](=O)[O-])ccc1-2
  ? | -1%
CN(Cc1nc2ccccc2c(=O)[nH]1)C(=O)C1CC(=O)N(c2cccc3ccccc23)C1 (stereo unspecified)
  9% | 1%
NS(=O)(=O)c1ccc(CCNC(=O)/C=C/c2ccc(S(=O)(=O)N3CCOCC3)cc2)cc1
  6% | -6%
CC(=O)Nc1sc(C)c(C)c1C(=O)OCC(=O)Nc1ccc(S(N)(=O)=O)cc1
  12% | -1%
CC(=O)Nc1cc2c3c(cccc3c1)-c1ccccc1-2
  ? | -7%
Cc1onc(-c2c(F)cccc2Cl)c1C(=O)Nc1cccc(S(=O)(=O)N2CCCCC2)c1
  ? | 1%

Reprinted from above, two compounds:
Order of results: HCV inhibitor | Tb PYK inh
O=C(Nc1ccc(Br)cn1)c1ccc2nccnc2c1
  ? | 5%
CCOC(=O)C1Nc2ccc(OC(F)(F)F)cc2C2C=CCC12 (stereo unspecified)
  -14% | ?

(more compounds)
Order of results: HCV inhibitor | Tb PYK inh
CCN(CC)CCNC(=O)C(Cl)=C1C(Cl)=C(Cl)C(Cl)=C1Cl
  ? | -3%
CC(CC(C)(C)N1CC1)=NO
  ? | -1%
O=C1NC(=O)C2(CCCC2C(=O)O)N1 (stereo unspecified)
  5% | -8%
Cc1nc(NC(=O)COC(=O)[C@@H](NC(=O)c2ccco2)C(C)C)c(Cl)cc1Cl
  9% | -3%
Cc1cccc(C(=O)OCC(=O)NC23CC4CC(CC(C4)C2)C3)c1O
  ? | 6%
O=C(O)C(c1ccccc1)C1(O)CC2CCC1C2 (stereo unspecified)
  14% | 8%
O=c1cc(SCc2ccccc2)nc[nH]1
  18% | 5%
O=C(O)C(Cc1ccc(OS(=O)(=O)Cc2ccccc2)cc1)NS(=O)(=O)Cc1ccccc1 (stereo unspecified)
  6% | 5%
CN1OC[C@@H]2CN(Cc3ccccc3)[C@H](c3cccc(N4CCOCC4)c3)C[C@@H]21
  -15%[8.37 µM] | 2%
O=C(NCc1ccccc1)C1=C[C@H](c2ccc(C(F)(F)F)cc2)C[C@H](OCCCCO)O1
  35%[activator][8.37 µM] | -1%
CC(C)(C)S(=O)(=O)N1C[C@@H]2CC/C=C\C/C(c3ccccc3)=C\2[C@H]1CCO
  3% | -2%
CCC(CC)CN1CCC(CN2C(=O)C(=O)NC[C@@H]2[C@@H](C)CC)CC1
  36%[activator] | 0%
C/C=C1/CN2[C@@H]3C4CO[C@@H]3c3c([nH]c5cc(OC)ccc35)[C@@H]2CC14 (stereo partly specified)
  20% | 4%
Cn1nc(C(=O)OCC(=O)NCc2ccc(Cl)cc2)c2ccccc2c1=O
  3% | -9%
O=c1cc(-c2ccsc2)oc2cc(-c3ccc4c(c3)OCO4)ccc12
  4% | -5%
OCCCNc1ncnc2[nH]ncc12
  -1% | -1%
O=C(OCC(=O)N1CCc2ccccc21)c1ccc([N+](=O)[O-])o1
  8% | 1%
NC(=O)c1ccc(N=Cc2c(O)ccc3ccccc23)cc1
  26% | 9%
Cc1ccc(NC(=O)COC(=O)c2ccc[n+]([O-])c2)c(Br)c1
  -15% | -8%
COc1cccc(NC(=O)CN(C)CC(=O)NCc2ccc(F)cc2)c1
  5% | -1%
O=C(COc1ccc(S(=O)(=O)N2CCOCC2)cc1)Nc1ccc(Br)cc1
  10µM* | 9%
CCc1noc(C)c1C(=O)N1CCCC(N2CCN(c3ccc(F)cc3)CC2)C1 (stereo unspecified)
  -14% | -3%
COc1ccc(S(=O)(=O)Nc2cccc3c2O[C@H](CN(C)Cc2ccc(-c4ccccc4)cc2)[C@@H](C)CN([C@H](C)CO)C3=O)cc1
  ? | -3%
Cc1cc(C)n(-c2nc3sc4c(c3c3nnc(SC(C)C)n23)CC(C)(C)OC4)n1
  8% | -8%
Cc1[nH]n2c(=O)cc(-c3ccc([N+](=O)[O-])cc3)nc2c1-c1ccccc1
  10µM* | 3%
Cc1ccc(C(=O)Nc2cccc(C(F)(F)F)c2)cc1NC(=O)c1c[nH]c2cc(C(F)(F)F)ccc2c1=O
  31%[activator] | -1%
Nc1nc(Sc2ccc([N+](=O)[O-])c3nonc23)c2[nH]cnc2n1
  2.8µM* | ?
Nc1cc(C(=O)OCC(=O)NNC(=O)c2ccccc2F)ccc1Cl
  9% | 1%
O=C(COC(=O)c1cccnc1Cl)NC1CCCCCC1
  -1% | 5%
O=C1CCCC(=NNC(=O)c2cc3ccccc3cc2O)C1
  -18% | 5%
C[C@@]12C(=O)Nc3ccc(F)cc3C(=O)N1[C@H]1c3ccccc3OC[C@@H]1[C@@H]2c1ccccc1
  -10% | -8%
CCN1CCN(c2oc(-c3ccc(OC)cc3)nc2C#N)CC1
  -18% | 1%
C[C@H](CO)N1C[C@H](C)[C@@H](CN(C)S(=O)(=O)c2ccccc2)Oc2ccc(NC(=O)C3CC3)cc2C1=O
  7% | 0%
C[C@H]1CN([C@@H](C)CO)C(=O)c2cccc(NC(=O)c3ccncc3)c2O[C@H]1CN(C)C(=O)Nc1ccccc1
  1% | ?
O=C(COC(=O)c1ccc2ncsc2c1)Nc1ccc(OC(F)(F)F)cc1
  13% | -4%
CCOC(=O)C(C)Sc1snnc1C (stereo unspecified)
  23% | 4%
CC(=O)N(c1ccccc1C)c1ccccc1C
  9% | 1%
O=C(Cc1ccccc1)N1CCN(Cc2ccc(Cl)cc2)CC1
  -1% | 3%
CCOc1ccc(N)cc1
  22% | 0%
Cc1ccc(C(=O)Nc2ncccc2C)o1
  15% | 0%
C=C1C(=O)[C@@]23C[C@H]4[C@@H]5[C@@]6(C)CCC[C@@]57[C@@H]2[C@@H](O)[C@@H]1C[C@H]3[C@H]7N4C6
  -45% | 1%
CN(Cc1ccccc1)C(=O)c1ccc(NC(=O)Cc2ccc(NC(=O)C3CCN(C(=O)CCc4ccccc4)CC3)cc2)cc1
  ? | -14%
CC(C)N(C(=O)[C@H]1C[C@H](CC(=O)NCc2cccc(C(F)(F)F)c2)C(=O)N2CCc3c([nH]c4ccc(Cl)cc34)[C@]12C)C(C)C
  -12% | 4%
COc1ccc(C(=O)OCC(=O)NCCc2ccc(F)cc2)cc1S(=O)(=O)N1CCOCC1
  7% | 1%
O=C(COC(=O)/C=C/c1ccc(OC(F)F)cc1)Nc1ccc2[nH]c(=O)[nH]c2c1
  -7% | -9%
CCN1C(=O)CCN(C2CCCC2)c2nc(Nc3ccc(C(=O)NC4CCN(C)CC4)cc3OC)ncc21
  29%[8.37 µM] | 5%
NC(=O)C1Cc2ccccc2CN1C(=O)c1cc(C2CC2)nn1-c1ccccc1 (stereo unspecified)
  ? | 8%
O=C(NCC(=O)N1CCN(Cc2ccc3c(c2)OCO3)CC1)c1ccccc1F
  6% | 1%
C#CCOCCOCCOCCNc1nc(N2CCN(C(=O)[C@H](CC(N)=O)n3cc(C(N)[C@H](C)CC)nn3)CC2)nc(N2CCN(C(=O)[C@H](CC(N)=O)n3cc(C(N)[C@@H](C)CC)nn3)CC2)n1 (stereo partly specified)
  21% | -9%
CC1(C)NC(=O)N(CC(=O)OCC(=O)c2ccc(Br)s2)C1=O
  10% | -2%

Other entries
Order of results: HCV inhibitor | Tb PYK inh
COC(=O)C/C=C/N(Cc1ccccc1OC)S(=O)(=O)CCl
  -11% | -3%
COC(=O)C1=C(c2ccccc2)C[C@@H]2CC[C@H]1N2C(=O)N1CCCC1
  -12% | 2%
O=C(CCNC(=O)c1ccc([N+](=O)[O-])cc1)Oc1ccc(F)c(F)c1
  10% | 0%
O=C1N[C@H](Cc2ccccc2)COC(=O)[C@@H](Cc2ccc(F)cc2)CC/C=C/C[C@H]1CC(=O)N(CCO)Cc1ccccc1
  ? | 3%
CC1CC(C)CN(C(=O)COC(=O)CCC(=O)c2cccs2)C1 (stereo unspecified)
  14% | 1%
O=C(NCc1cccs1)c1cc(-c2ccccc2)nn1CC1CC(c2cccc([N+](=O)[O-])c2)=NO1 (stereo unspecified)
  ? | -5%
CCOC(=O)Nc1c(Cl)[nH]c(=O)n(C)c1=O
  1% | 3%
O=C(NN(C(=O)c1ccccc1)c1cccs1)c1ccccc1
  -8% | -3%
COc1ccc(-c2ccccc2)cc1NC(=O)c1ccncc1
  -2% | -2%
Cc1noc(C)c1NC(=O)Nc1cccc2c1O[C@H](CN(C)S(=O)(=O)c1cccs1)[C@@H](C)CN([C@H](C)CO)C2=O
  23% | -6%
CN(C(=O)COC(=O)c1cnc(Cl)c(Cl)c1)C1CCCCC1
  ? | 2%
O=C(OCC(=O)c1ccc(Cl)cc1Cl)c1ccccn1
  1% | 0%
O=C(Cn1nnc(-c2ccccc2)n1)NCC(=O)Nc1ccc(F)c(F)c1F
  -10% | 10%
C=C1CCN([C@@H](CC(C)C)C(=O)N2CCOCC2)S(=O)(=O)c2ccccc21
  20% | -1%
O=C(O)c1ccccc1NS(=O)(=O)c1ccc(NN=Cc2ccc(F)cc2)c([N+](=O)[O-])c1
  3% | 4%
Cc1cccc(C(=O)O[C@H]2[C@H](C)NS(=O)(=O)[C@H]3CC4C=C[C@]23O4)c1
  1% | 1%
CCC1(C)COC(c2ccc3c(c2)OCO3)OC1 (stereo unspecified)
  -8% | 4%
CN(CCc1ccccc1)C(=O)c1ccc(NC(=O)Cc2ccc([N+](=O)[O-])cc2)cc1
  ? | -3%
O=C(NCCOc1ccccc1)C1=CC=CN2CCS(=O)(=O)N=C12
  ? | 2%
COc1cccc(CC(=O)Nc2ccc(S(=O)(=O)Nc3nccs3)cc2)c1
  19% | -1%
O=C(N[C@H]1C/C=C\C[C@H](CC(=O)N(CCO)Cc2ccccc2)C(=O)N[C@H](Cc2c[nH]c3ccccc23)COC1=O)OCC1c2ccccc2-c2ccccc21
  25% | 1%
Nc1nc2c(ncn2-c2ccccc2)c(=O)[nH]1
  17% | 2%
O=C1c2ccccc2C(=O)N1CCC(=O)N1CCc2ccccc21
  0% | -11%
O=C(Nc1cccc(Br)c1)C1CC(=O)N(C2CCCC2)C1 (stereo unspecified)
  4% | -4%
O=C(NCCc1ccccc1)c1ccc(NC(=O)C2CCC2)cc1
  0.63µM* | 2%
CSc1ccccc1NC(=O)CN(C)CC(=O)Nc1ccc(S(=O)(=O)N2CCCC2)cc1
  11% | 3%
CCN(C[C@H]1N[C@@](Cc2ccccc2)(C(=O)OC)[C@H]2C(=O)N(Cc3ccccc3)C(=O)[C@@H]12)C(=O)C1CCCCC1
  18% | -2%
CCCc1cc2c(cc1N(C)S(=O)(=O)c1ccccc1)OCO2
  ? | -3%
COC(=O)C1NC(=O)N2C(C(=O)OC)C(C)(C)S[C@H]12 (stereo partly specified)
  9% | -14%
Nc1ccc(N2CCCC2)c(S(=O)(=O)Nc2cccc(C(F)(F)F)c2)c1
  ? | ?
CC1c2ccccc2-n2nncc2CN1CC1CCCCC1 (stereo unspecified)
  -3%[8.37 µM] | -4%
Cc1cccc(N2CCN(C(=O)CNC(=O)Cc3ccccc3)CC2)c1C
  ? | -1%
